From PubChem
HSF1 inh – HSF1 inhibitors in luciferase reporter cells, primary screen, cell-based, NIH3T3, luminescence | NIH3T3-HGL HSE-luciferase, MG132-induced, luminescence 8 h; active compounds read low | activity change, negative = inhibition, % at 7.5 µM (by protocol) | hit rate 0.77% among 300,000;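 active means more than half of replicate wells show activity change below -50%, luminescence cut by over half; inconclusive means some wells, but at most half, below -50%; inactive means no replicate well below -50%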;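 further: luciferase reports HSF-1 transcriptional activity via heat shock element; 0% = median of DMSO wells and -100% = zero luminescence signal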
HSP90 refold inh – HSP90 inhibitors, primary screen, cell lysate, luminescence. Heat shock protein HSP 90 (rabbit reticulocyte lysate; luciferase refolding). Rabbit reticulocyte lysate, luciferase refolding luminescence, 3 h. inhibition, % at 5.6 µM. hit rate 0.91% among 290,000. AID 1789, 2009;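 active means inhibition above the screen-wide mean plus 3 SD, computed separately per campaign, cut at about 16% in these data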;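 further: 0% = DMSO wells and 100% = 60 µM geldanamycin wells; inhibitors lower the luminescence because luciferase stays unfolded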
aSyn UTR inh – MLPCN primary screen, SNCA 5' untranslated region; inhibition, % (tested at 7.5 µM); alpha-synuclein 5'UTR reporter, inhibitor activity; hit rate 0.82% among 300,000; in the data active means inhibition above about 60%; inconclusive means no clear call, values can overlap the other calls;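 further: H4 neuroglioblastoma cells stably carrying SNCA 5'UTR luciferase fusion; 0% = DMSO wells and 100% = positive control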
DYRK1A inh – rat Dyrk1A kinase inhibitors, primary screen, biochemical, single point, plate reader | Dual specificity tyrosine-phosphorylation-regulated kinase 1A (Rattus norvegicus), Q63470 | ADP-Glo luminescence, NFATc1 peptide | inhibition, % at 12.5 µM | hit rate 0.43% among 310,000 | AID 504441, 2011; in the data active means inhibition above about 50%;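 further: plate controls were vehicle with enzyme for no effect and no enzyme for full effect; many of its hits are not listed in these tables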
HSF-1 act – HSF-1 activators, primary screen, NIH3T3-HGL cells, MG132 stress, luminescence, single point | NIH3T3-HGL HSF-1 luciferase reporter, 8 h; 100% = twice DMSO control signal | activation, % at 9 µM | hit rate 1.7% among 300,000 | AID 504408, 2011;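 active means mean replicate activation of at least 50% with a set share of replicates each reaching 50%; inconclusive means only one of those two conditions met; inactive means mean below 50% and too few replicates reaching it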;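 further: 0% = median of the neutral control wells and 100% = twice that signal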
Platelet DG rel – inhibitors of platelet dense granule secretion, primary screen, cell-based, MLPCN, human platelets. hit rate 0.22% among 300,000. human platelet-rich plasma, SFLLRN dense granule ATP release, luminescence. AID 1663, 2009. inhibition, %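 (compounds screened at 7.5 µM in platelet-rich plasma)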;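 active means mean replicate score, as percent of positive control, at or above 50; inconclusive means mean below 50 but at least one replicate at or above 50; inactive means mean and every replicate below 50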
IEC-6 tox – cytotoxicity in IEC-6 intestinal epithelial cells, primary screen, cytotoxicity control for KLF5 inhibitor project, cell-based, luminescence; IEC-6 cytotoxicity, luminescence viability; inhibition, % at 5 µM; hit rate 0.78% among 290,000; AID 1825, 2009; in the data active means inhibition above about 22%;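 further: 0% = plate median of test compound wells and 100% = cytotoxic reference compound wells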
GSK3beta inhib – human GSK3beta kinase inhibitors, primary screen, biochemical, cell-free homogeneous, HTS; GST-GSK3beta kinase, ADP-Glo luminescence, 60 min; active compounds read low; activity score (negative = inhibition), % at 10 µM; hit rate 0.038% among 300,000; AID 2097, 2009; Glycogen synthase kinase-3 beta (Homo sapiens), P49841;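 active means more than half of replicate wells score below -50%, meaning over 50% inhibition versus plate controls; inconclusive means some replicates but at most half score below -50%; inactive means no replicate scores below -50%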;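 further: 0% = median DMSO wells and -100% = median GW8510 positive control wells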
Target sequence (P49841 whole entry, looked up): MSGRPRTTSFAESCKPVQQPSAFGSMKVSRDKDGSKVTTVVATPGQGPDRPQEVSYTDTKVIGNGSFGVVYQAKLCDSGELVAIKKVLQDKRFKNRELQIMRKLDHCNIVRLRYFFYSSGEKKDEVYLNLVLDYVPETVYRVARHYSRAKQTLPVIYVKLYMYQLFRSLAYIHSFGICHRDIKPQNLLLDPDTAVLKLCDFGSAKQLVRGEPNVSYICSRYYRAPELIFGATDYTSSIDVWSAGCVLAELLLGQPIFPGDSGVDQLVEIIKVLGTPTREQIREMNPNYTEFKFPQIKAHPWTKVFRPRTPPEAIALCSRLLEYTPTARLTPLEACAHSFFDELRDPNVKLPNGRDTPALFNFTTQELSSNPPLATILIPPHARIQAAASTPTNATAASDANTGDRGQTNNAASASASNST
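Test system – GST-tagged human GSK3beta kinase, cell-free · Incubation – 60 min enzyme reaction, room temperature · Signal – ADP-Glo luminescence · Also added – peptide substrate and ATP at 25 µM · Controls – DMSO neutral wells and GW8510 at 20 µM as positive · Buffer or medium – Tris/MgCl2 kinase buffer · Measure – Luminescence-derived activity versus plate DMSO and GW8510 wells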
GSK3 alpha inh – blockers of GSK3A enzyme activity – biochemical, luminescence, cell-free homogeneous, HTS, primary screen; Glycogen synthase kinase-3 alpha (Homo sapiens), P49840; GSK-3 alpha kinase, ADP-Glo luminescence, 60 min; inhibition, % at 10 µM; hit rate 0.1% among 320,000; AID 2650, 2010;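 in the data active means inhibition above about 50%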;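 further: GST-tagged GSK-3 alpha with peptide substrate and 25 µM ATP; 0% = DMSO neutral wells and 100% = GW8510 positive control wells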
Target sequence (P49840 whole entry, looked up): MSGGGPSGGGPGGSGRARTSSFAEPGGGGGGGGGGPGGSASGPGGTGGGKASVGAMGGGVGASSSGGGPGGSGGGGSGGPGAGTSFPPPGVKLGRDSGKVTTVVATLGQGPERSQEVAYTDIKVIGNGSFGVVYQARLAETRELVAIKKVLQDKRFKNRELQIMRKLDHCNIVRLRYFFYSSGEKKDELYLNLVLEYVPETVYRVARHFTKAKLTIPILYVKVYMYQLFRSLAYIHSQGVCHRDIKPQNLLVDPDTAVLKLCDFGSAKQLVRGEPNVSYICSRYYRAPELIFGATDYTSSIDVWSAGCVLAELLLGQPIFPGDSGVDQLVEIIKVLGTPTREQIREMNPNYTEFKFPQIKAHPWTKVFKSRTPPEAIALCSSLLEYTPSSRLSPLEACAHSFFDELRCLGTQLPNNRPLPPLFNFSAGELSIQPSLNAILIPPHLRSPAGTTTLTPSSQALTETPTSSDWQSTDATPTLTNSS
KLF5 inhibitor – KLF5 expression inhibitors, primary screen, DLD-1 cells, luminescence | DLD-1 KLF5 promoter-luciferase reporter | inhibition, % at 5 µM | hit rate 0.23% among 290,000;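 active means inhibition above a per-plate limit of that plate's mean compound inhibition plus 3 SD, cut at about 60% in these data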;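 further: 0% = DMSO wells and 100% = LY294002 at 200 µM; higher means less KLF5 promoter-driven luciferase light; inactives centre near -14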
An asterisk follows results filed as active; ? = inconclusive; . = not tested or not shown. This is a subset. The share of hits here may be higher or lower than overall.

Values run as follows: HSF1 inh	HSP90 refold inh	aSyn UTR inh	DYRK1A inh	HSF-1 act	Platelet DG rel	IEC-6 tox	GSK3beta inhib	GSK3 alpha inh	KLF5 inhibitor
COc1cc(C2C(Oc3ccccc3C)C(=O)N2Cc2ccc(F)cc2)cc(OC)c1OC (stereo not drawn)
 : -1	-1	20	-10	4	-2	7	1	0	-16
O=C(NCC1CCCO1)c1cc2n(n1)C(C(F)(F)F)CC(c1ccc(Br)cc1)N2 (stereo not drawn)
 : -6	1	8	-10	-2	0	4	0	2	9
CN1CCN(C(=O)c2cnn(-c3ccccc3)c2NC(=O)c2cccs2)CC1
 : -10	0	-5	-2	-5	-5	0	-1	1	-1
COc1ccccc1OCCNC(=O)C1CC(=O)N(c2cccc(SC)c2)C1 (stereo not drawn)
 : -7	.	3	0	-11	-21	.	-5	.	.
CCN(CC)CCN(C(=O)C1=COCCO1)c1nc2c(OC)ccc(OC)c2s1
 : -8	3	7	-2	-20	-5	6	13	0	-12
COc1ccc(N(C)C(=O)c2ccc3c(c2)nnn3C)cc1
 : 2	-2	21	.	-11	12	-3	2	1	-16
O=C(Nc1ccc(F)cc1)N1CCCN(c2nccc(C(F)(F)F)n2)CC1
 : 5	-5	-23	.	11	1	-2	-1	-1	-4
O=[N+]([O-])c1ccccc1S(=O)(=O)N1CCN(Cc2ccccc2)CC1
 : 1	0	-2	-3	6	-6	-7	-1	2	-11
Cc1ccc(C)c(N2CCN(S(=O)(=O)c3c(C)noc3/C=C/N(C)C)CC2)c1
 : -16	0	-7	-3	-19	4	-8	-3	.	1
O=C(Nc1ccc(Cl)c(Cl)c1)Nc1ccc(Br)cc1F
 : -11	-1	-32	-1	4	-3	-5	7	-4	5
CCOC(=O)N1CCN(C(=O)CS(=O)(=O)c2cn(Cc3cccc(F)c3)c3ccccc23)CC1
 : -17	2	2	-1	-28	-7	-4	-1	-1	-24
Cc1csc(SCc2nc3scc(-c4ccccc4)c3c(=O)[nH]2)n1
 : 7	4	34	.	0	-1	-5	-6	-1	2
c1ccc(-n2c(Cc3cn4ccsc4n3)nnc2N2CCOCC2)cc1
 : -4	-3	6	.	2	1	0	5	0	-20
Cc1cc([N+](=O)[O-])ccc1NC(=O)CCC(=O)N1CCCCC1
 : -77*	-2	-21	-4	-80	3	0	0	0	-5
CCCCN(CC)S(=O)(=O)c1ccc(C(=O)Nc2nnc(-c3cccs3)o2)cc1
 : -18	-2	47	.	-8	0	-4	-1	-1	-17
O=C(Nc1ccccc1)Nc1nnc(SCc2ccc(Cl)cc2)s1
 : -9	-7	-4	-38	-8	0	-3	1	-1	-26
CCCC(=O)Nc1cnc(NC(=O)c2cccc(F)c2)cc1C
 : 6	17*	-52	-2	6	20	8	-2	1	-112
Cc1[nH]c2ccccc2c1/C=C/c1nc2ccccc2c(=O)n1-c1cccc([N+](=O)[O-])c1
 : -47	1	27	0	-59	1	-9	-1	0	-23
Cc1ccc2[nH]c(C(=O)N3CCCC(Nc4ccc(F)cc4)C3)cc2c1 (stereo not drawn)
 : -1	-3	8	-5	1	-6	1	-1	-2	-32
CCN(CC)c1ccc(NC(=S)NC(=O)C2CCC2)cc1
 : 20	-6	-64	1	26	2	5	0	-2	-37
CCN(CC)c1ccc(/C=C(\C#N)C(N)=O)cc1
 : .	-5	.	15	.	.	2	.	.	-32
O=C(NCCc1ccccc1)C(=O)N/N=C/c1ccc2c(c1)OCO2
 : 5	1	-27	12	2	9	-1	0	-1	-10
Cc1ccc(C(CC(=O)N2CCNCC2)c2ccccc2)c(O)c1C (stereo not drawn)
 : 7	-1	-2	0	10	0	2	-1	-1	-14
Cc1ccn2c(NC(=O)C(C)(C)Oc3ccc(Cl)cc3)c(-c3cccs3)nc2c1
 : 5	-5	-3	-3	16	-1	-7	0	-1	-7
CCC(C)NC(=O)c1ccc(CSCc2ccc(Cl)cc2)o1 (stereo not drawn)
 : 9	-1	5	-6	32	-6	0	-5	-4	1
CCc1nn(-c2ccccc2)c(=S)c2ccccc12
 : -5	1	33	-3	-2	-1	1	2	1	4
Cc1cc(C)c(C#N)c(SCC(=O)c2cccs2)n1
 : 11	0	-173	3	28	-7	3	-5	0	-58
O=[N+]([O-])c1ccc(-c2nn(-c3ccccc3)cc2/C=N/n2c(-c3cccs3)n[nH]c2=S)cc1
 : 2	0	-32	.	9	13	-4	1	-3	0
COc1ccc(-n2c(N)c(-c3nc4ccccc4n3C)sc2=S)cc1
 : 3	0	14	-4	4	-14	1	1	-2	8
COc1ccc(C2=NO[C@@H]3C(=O)N(c4c(C)cccc4C)C(=O)[C@H]23)cc1OC
 : 0	3	2	-9	-2	1	9	3	-2	-25
N#CC1=C(N)C(C#N)(C#N)C(c2cccnc2)C2CN(C(=O)OCc3ccccc3)CC=C12 (stereo not drawn)
 : 16	-1	-28	13	6	?	9	-1	7	-54
CCCn1c(=O)c(C(=O)NCC2CCCO2)c(O)c2ccccc21 (stereo not drawn)
 : -6	0	-3	-3	-8	0	5	5	1	-11
COc1cccc(CSc2nnc(CSc3nc4nc(C)cc(C)n4n3)s2)c1
 : 0	1	0	0	-2	-9	9	6	1	-28
COc1cc(C)c(C)cc1S(=O)(=O)NC1CC(C)(C)NC(C)(C)C1
 : -4	-3	4	2	-3	19	0	.	-2	-52
Cc1noc(C)c1COc1ccc(C(=O)Nc2ccccn2)cc1
 : 0	1	-23	13	7	2	3	1	0	-54
COc1ccc(-c2csc(NC(C)c3nc4cc(Cl)c(N5CCCCC5)cc4n3CCCO)n2)cc1 (stereo not drawn)
 : 2	.	22	-6	5	-2	.	-1	0	.
O=C1CCc2cc(S(=O)(=O)N3CCCCC3)cc3c2N1CC3
 : 5	.	-2	-4	18	1	.	2	0	.
CSc1ncc(CN2CCCC(C(=O)Nc3ccc(-c4ccco4)cc3)C2)cn1 (stereo not drawn)
 : -2	-2	-20	-2	5	-1	-1	-3	-2	-10
O=C(Nc1ccc([N+](=O)[O-])cc1)c1cc2ccccc2nc1Cl
 : 15	-4	-40	10	4	10	9	0	-2	0
CN1CCC(=O)N([C@H](CSc2ccccc2)Cc2ccccc2)CC1
 : -3	-1	12	-2	-1	0	-2	2	1	-23
CS(=O)(=O)N(CC(=O)NCCSc1ccccc1)c1ccc2c(c1)OCO2
 : 14	-3	-30	-6	5	4	-2	-3	-2	-18
COc1ccc(N2C(=O)Cc3c2nc(N)c(C#N)c3N)cc1
 : -7	3	-56	-2	-7	3	-5	-2	-2	-10
CC(=O)Nc1ccc(-c2sc(Nc3ccccc3)n[n+]2C)cc1
 : 2	4	12	-7	-4	5	-2	-1	-1	13
COC(=O)C(=CC(=CN(C)C)C=C(C(=O)OC)C(=O)OC)C(=O)OC
 : -4	1	0	11	-1	31	2	-2	-1	11
Cc1csc(CNC(=O)C2CCC(=O)N(CCCc3ccccc3)C2)n1 (stereo not drawn)
 : -4	1	-4	-2	0	3	4	2	.	-20
Cc1ccc2cc(CN(Cc3ccccc3)Cc3nnnn3C3CCCC3)c(=O)[nH]c2c1
 : 15	3	21	-1	-3	7	-2	-1	4	10
COC(=O)c1noc(-c2ccc(OC)cc2)n1
 : -11	5	-14	6	-3	0	-6	0	-1	-26
CC(C)(C)c1ccc(OC(=O)c2ccc(-n3cncn3)nc2)cc1
 : -6	2	-15	.	-5	-4	-1	.	.	-17
COc1cc(CC(=O)N2CCC(n3nccc3NC(=O)C3CC3)CC2)cc(OC)c1OC
 : 0	2	-6	2	-2	18	-2	0	-3	-23
CCOC(=O)N1CCc2c(sc(NC(=O)CN(CC)CC)c2C#N)C1
 : -2	3	14	8	-4	26	0	-1	-1	-33

Continuation.
Values run as follows: HSF1 inh	HSP90 refold inh	aSyn UTR inh	DYRK1A inh	HSF-1 act	Platelet DG rel	IEC-6 tox	GSK3beta inhib	GSK3 alpha inh	KLF5 inhibitor
NS(=O)(=O)c1cccc(NC(=O)COC(=O)CCCc2c[nH]c3ccccc23)c1
 : 3	5	17	.	0	13	-2	-5	-4	4
CC1CC(=O)N(CC(=O)NCc2ccco2)c2ccccc2S1 (stereo not drawn)
 : 31	10	4	7	61*	-4	2	-5	-1	-2
CCN(CCn1cccn1)C(=O)c1cc(COc2ccc(F)c(F)c2)on1
 : 10	-7	-42	-4	10	-1	4	0	0	-28
NC(=O)CCN1CCN(CCOC2Cc3cc(Cl)ccc3Sc3ccccc32)CC1 (stereo not drawn)
 : 20	-3	-52	-3	59*	-4	-9	1	-3	6
O=C(c1ccccc1)c1ccc(N2CCOCC2)c(NC(=O)c2ccco2)c1
 : 8	0	6	9	25	2	-1	-2	1	8
CCOC(=O)C1(CCC(C)C)CC(CSc2nc3ccccc3[nH]2)OC1=O (stereo not drawn)
 : 13	3	-2	3	8	1	0	-3	-1	-42
COC(=O)c1ccc(OC(=O)c2cccnc2)cc1
 : 6	1	10	2	9	-3	-2	-1	-2	0
Fc1ccc(CSc2nncn2NCc2ccccc2)cc1
 : 5	1	-6	2	7	0	2	0	5	-26
Cc1cc(/C=C2/C(=N)N3C(=NC2=O)SN=C3S(C)(=O)=O)c(C)n1-c1ccccc1F
 : -9	-1	-17	7	-23	-3	-1	-1	1	-84
C/C=C(/C)C(=O)Nc1cccc(C2=NOC3(C2)C[C@@H](C(N)=O)N(C(=O)CC)C3)c1 (stereo partly drawn)
 : 28	.	-13	3	?	3	.	3	-2	.
CCN(CC)S(=O)(=O)c1ccc(/C=C/C(=O)O)cc1
 : 0	0	0	-1	-4	4	-1	1	-1	-3
CN=C1SC(CC(=O)Nc2ccc(C(C)=O)cc2)C(=O)N1C (stereo not drawn)
 : -3	-2	-47	1	6	-6	2	2	1	-12
COc1cc(NC(=O)CCC(=O)c2cccs2)cc(OC)c1
 : -5	-2	-1	-8	8	21	2	-2	-4	0
Cc1ccc2c(c1)N(CC(=O)N1CCC(C)CC1)C(=O)c1cccnc1O2
 : 3	-1	-9	-7	-20	-1	-6	-1	-1	6
COc1ccccc1-c1ccc(=O)n(CC(=O)NCC2CCCO2)n1 (stereo not drawn)
 : -1	3	-11	.	-1	5	1	5	0	28
O=C(Nc1ccccc1F)c1ccc2c(c1)CCN2S(=O)(=O)c1ccccc1
 : 5	-2	6	-1	11	-10	8	-3	-4	-1
